DAX1 inh-1 – NR0B1 (DAX1) inhibition; P51843; HEK293 Gal4-DAX1 luciferase reporter, luminescence; inhibition, % at 6.75 µM; hit rate 0.99% among 340,000; AID 504766;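 active = inhibition above the mean over all tested compounds plus 3 SD, cut at about 4.2% in these data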;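 also: 0% = DAX1-transfected cells with DMSO and 100% = empty-vector control cells with DMSO; inhibition shows as a rise in luminescence from relieved DAX1 repression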
NPR2 activator – GC-B (human) receptor activation; hit rate 0.11% among 370,000; AID 1920062; P20594; activation, % at 10 µM; HEK293-GC-B cells, CNP EC30, cGMP TR-FRET; 0% at EC30 CNP, 100% saturating CNP;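 active = activation at 10 µM reaching about 35% in either raw or pattern-adjusted values, limit read from the data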
Target sequence (P20594 whole entry, looked up): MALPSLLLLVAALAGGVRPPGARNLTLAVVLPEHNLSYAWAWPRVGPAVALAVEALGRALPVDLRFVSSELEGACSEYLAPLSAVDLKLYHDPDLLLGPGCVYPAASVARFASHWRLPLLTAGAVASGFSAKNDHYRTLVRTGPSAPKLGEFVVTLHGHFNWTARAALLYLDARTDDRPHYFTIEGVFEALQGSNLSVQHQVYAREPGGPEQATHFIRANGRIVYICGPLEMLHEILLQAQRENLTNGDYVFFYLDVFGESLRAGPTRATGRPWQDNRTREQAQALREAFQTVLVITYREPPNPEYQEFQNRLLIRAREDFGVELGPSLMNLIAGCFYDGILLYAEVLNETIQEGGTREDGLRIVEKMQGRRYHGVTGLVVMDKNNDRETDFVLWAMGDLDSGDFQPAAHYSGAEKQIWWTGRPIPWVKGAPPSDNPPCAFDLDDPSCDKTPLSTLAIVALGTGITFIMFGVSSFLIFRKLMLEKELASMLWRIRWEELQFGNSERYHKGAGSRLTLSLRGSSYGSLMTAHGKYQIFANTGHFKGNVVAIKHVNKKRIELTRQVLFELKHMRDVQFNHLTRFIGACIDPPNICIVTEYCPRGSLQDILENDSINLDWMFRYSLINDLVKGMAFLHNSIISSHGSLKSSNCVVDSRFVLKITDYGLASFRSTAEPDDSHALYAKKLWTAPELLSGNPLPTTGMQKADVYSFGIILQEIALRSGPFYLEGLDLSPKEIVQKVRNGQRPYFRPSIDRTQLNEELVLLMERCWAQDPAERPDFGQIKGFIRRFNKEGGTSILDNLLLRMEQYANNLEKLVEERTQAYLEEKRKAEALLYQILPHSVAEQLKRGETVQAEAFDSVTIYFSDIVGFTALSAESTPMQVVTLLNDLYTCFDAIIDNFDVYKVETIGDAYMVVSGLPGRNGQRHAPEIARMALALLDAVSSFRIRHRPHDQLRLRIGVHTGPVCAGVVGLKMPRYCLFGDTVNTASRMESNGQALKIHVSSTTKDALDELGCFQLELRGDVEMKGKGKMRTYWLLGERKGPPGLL
GAA850 FXN act – activators of GAA850 frataxin (FXN) promoter; HEK293 lucGAA850 FXN promoter luciferase reporter, 24 h; percent of 10 µM SAHA response; activation, % at 6 µM; hit rate 0.56% among 360,000;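 active = activation above the average of all compounds screened plus 3 SD, cutoff fixed separately per campaign, cut at about 7.5% in these data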;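 also: 0% = DMSO wells and 100% = 10 µM SAHA wells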
SMARCA2 activ – increases SMARCA2 function in MMTV reporter cells; MG213 cells, MMTV-luciferase reporter, dexamethasone, overnight; activation, % at 9.1 µM; hit rate 1% among 370,000; in the data active = activation above about 7.8%;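 also: 0% = vehicle wells and 100% = reference activator wells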
GC-A act – GC-A (human) enzyme activation. P16066. AID 1671463. activation, % at 10 µM. HEK293 GC-A cells, cGMP TR-FRET, EC30 ANP; 0% at EC30 ANP, 100% saturating ANP. hit rate 0.14% among 370,000; in the data active = activation above about 40%
ssDAF-12 act – activates DAF-12 receptor from parasite S. stercoralis. activation, % at 6.8 µM. hit rate 1% among 370,000. HEK293 ssDAF-12/GRIP1 lit1-tk-luc reporter, luminescence; % of 3 µM dafachronic acid response;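 active = activation above the mean over all tested compounds plus 3 SD, cut at about 0.9% in these data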;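 also: 0% = DMSO-only wells and 100% = 3 µM delta7-dafachronic acid wells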
KLK7 zymogen act – activates the human kallikrein-7 zymogen. hit rate 0.9% among 370,000. P49862. AID 652039. purified proKLK7, EDANS-DABCYL substrate fluorescence; 100% is mature enzyme control, 0% vehicle. activation, % at 7 µM;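 active = activation above the mean of all tested compounds plus 3 SD, computed per campaign excluding outliers beyond control limits, cut at about 13% in these data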
DAX1 inh-2 – inhibitors of DAX1 repression of SF-1 activated StAR promoter; HEK293T StAR-luciferase reporter, SF-1/DAX-1 repression relief; inhibition, % at 6.8 µM; hit rate 1.1% among 370,000; AID 652010;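 active = inhibition above the mean over all tested compounds plus 3 SD, cut at about 3.6% in these data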;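 also: 0% = DAX-1 cells with DMSO and 100% = cells lacking DAX-1 with DMSO; higher inhibition means more luminescence from relief of DAX-1 repression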
hgDAF-12 ag – agonists of H. glycines DAF-12 nuclear receptor; HEK293 GAL4-hgDAF12 UAS-luciferase reporter, agonist luminescence; normalized to butyrate control; activation, % at 6.8 µM; hit rate 1.8% among 370,000; AID 687014;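 active = activation above a cutoff set at the mean of all screened compounds plus 3 SD, cut at about 10% in these data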;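 also: 0% = DMSO wells and 100% = sodium butyrate wells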
hcDAF12 agonist – H. contortus DAF-12 activation, primary screen. HEK293 hcDAF-12 lit1-tk-luc reporter, luminescence; 0% DMSO, 100% Δ7-dafachronic acid. activation, % at 6.8 µM. hit rate 1.4% among 370,000. AID 652067;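 active = activation above the mean of all tested compounds plus 3 SD, cut at about 5.5% in these data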;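 also: 100% = response to 3 µM Δ7-dafachronic acid high control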
sPLA2-III inh – Blocks human group III sPLA2 activity | AID 743126 | hit rate 0.56% among 370,000 | QFRET BODIPY PC-A2 liposome hydrolysis, fluorescence | inhibition, % at 12.2 µM;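 active = inhibition above mean plus 3 SD of compounds lying within the high and low control bounds, cut at about 19% in these data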;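 also: 0% = median of test compound wells and 100% = no enzyme DMSO wells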
* hit, by the source's call; . = not tested or not shown.

Start of the data: the first 5 compounds as a preview:
SMILES	DAX1 inh-1	NPR2 activator	GAA850 FXN act	SMARCA2 activ	GC-A act	ssDAF-12 act	KLK7 zymogen act	DAX1 inh-2	hgDAF-12 ag	hcDAF12 agonist	sPLA2-III inh
COc1cc(NC(=O)CN(c2cc(C)cc(C)c2)S(=O)(=O)c2c(C)[nH]c(=O)[nH]c2=O)cc(OC)c1	1.1	3.2	-0.7	0.0	2.0	-0.8	-0.3	-0.3	0.4	0.1	-22.2
Cc1cc(C(=O)NNC(=O)c2ccccc2[N+](=O)[O-])c(C)o1	0.3	3.5	0.1	0.5	3.2	-0.7	0.0	1.7	-0.8	0.4	7.9
CC(C)CN(C(=O)c1ccc([N+](=O)[O-])s1)c1c(N)n(Cc2ccccc2)c(=O)[nH]c1=O	-1.6	3.2	-1.4	2.9	-2.5	-0.9	-0.2	-0.1	-0.6	-0.8	-4.3
Nc1ncnc2c1nc(N1CCCCC1)n2[C@@H]1O[C@H](CO)[C@@H](O)[C@H]1O	0.8	6.2	2.3	-0.9	1.4	-1.4	0.1	0.6	-1.5	1.9	-3.2
COc1ccc(C(=O)O/N=C(\N)Cc2ccc(Cl)cc2Cl)cc1OC	0.4	5.0	0.8	-1.2	1.3	-0.7	0.1	-0.6	-2.4	-1.5	-3.9

Main list, previewed entries included:
SMILES	DAX1 inh-1	NPR2 activator	GAA850 FXN act	SMARCA2 activ	GC-A act	ssDAF-12 act	KLK7 zymogen act	DAX1 inh-2	hgDAF-12 ag	hcDAF12 agonist	sPLA2-III inh
COc1cc(NC(=O)CN(c2cc(C)cc(C)c2)S(=O)(=O)c2c(C)[nH]c(=O)[nH]c2=O)cc(OC)c1	1.1	3.2	-0.7	0.0	2.0	-0.8	-0.3	-0.3	0.4	0.1	-22.2
Cc1cc(C(=O)NNC(=O)c2ccccc2[N+](=O)[O-])c(C)o1	0.3	3.5	0.1	0.5	3.2	-0.7	0.0	1.7	-0.8	0.4	7.9
CC(C)CN(C(=O)c1ccc([N+](=O)[O-])s1)c1c(N)n(Cc2ccccc2)c(=O)[nH]c1=O	-1.6	3.2	-1.4	2.9	-2.5	-0.9	-0.2	-0.1	-0.6	-0.8	-4.3
Nc1ncnc2c1nc(N1CCCCC1)n2[C@@H]1O[C@H](CO)[C@@H](O)[C@H]1O	0.8	6.2	2.3	-0.9	1.4	-1.4	0.1	0.6	-1.5	1.9	-3.2
COc1ccc(C(=O)O/N=C(\N)Cc2ccc(Cl)cc2Cl)cc1OC	0.4	5.0	0.8	-1.2	1.3	-0.7	0.1	-0.6	-2.4	-1.5	-3.9
COc1cc(C(=O)Nc2nnc(CC(C)(C)C)s2)c([N+](=O)[O-])cc1OC	-0.1	-2.9	-0.9	-2.4	2.8	-0.8	0.2	-0.2	-2.5	-1.3	-2.8
O=C(CSc1nnc(C2COc3ccccc3O2)o1)Nc1ccc(F)cc1Cl (stereo not given)	0.2	-1.8	0.1	0.8	-1.3	-1.3	-0.5	-0.9	3.0	-1.4	-7.9
Cc1ccc(CN2C(=O)CCC2C(=O)NCCc2ccccc2)cc1 (stereo not given)	-0.5	-0.3	0.1	-1.8	0.0	-0.4	-0.2	0.2	-2.0	0.0	3.6
O=S(=O)(c1cccc(-c2nc3n(n2)Cc2ccccc2-3)c1)N1CCCCC1	-0.2	3.5	-1.1	2.6	-5.1	-1.3	0.3	-0.7	-0.8	-1.8	1.7
CC(C)Cn1c(N)c(C(=O)COC(=O)c2c(O)c(Cl)cc(Cl)c2Cl)c(=O)n(C)c1=O	-0.5	-1.7	-0.2	1.3	0.6	-0.5	0.5	1.2	-1.9	-0.3	14.7

An excerpt of these results, bar-delimited:
compound | DAX1 inh-1 | NPR2 activator | GAA850 FXN act | SMARCA2 activ | GC-A act | ssDAF-12 act | KLK7 zymogen act | DAX1 inh-2 | hgDAF-12 ag | hcDAF12 agonist | sPLA2-III inh
CC(C)CN(C(=O)c1ccc([N+](=O)[O-])s1)c1c(N)n(Cc2ccccc2)c(=O)[nH]c1=O | -1.6 | 3.2 | -1.4 | 2.9 | -2.5 | -0.9 | -0.2 | -0.1 | -0.6 | -0.8 | -4.3
Cc1cc(C(=O)NNC(=O)c2ccccc2[N+](=O)[O-])c(C)o1 | 0.3 | 3.5 | 0.1 | 0.5 | 3.2 | -0.7 | 0.0 | 1.7 | -0.8 | 0.4 | 7.9
Nc1ncnc2c1nc(N1CCCCC1)n2[C@@H]1O[C@H](CO)[C@@H](O)[C@H]1O | 0.8 | 6.2 | 2.3 | -0.9 | 1.4 | -1.4 | 0.1 | 0.6 | -1.5 | 1.9 | -3.2

Next section
SMILES	DAX1 inh-1	NPR2 activator	GAA850 FXN act	SMARCA2 activ	GC-A act	ssDAF-12 act	KLK7 zymogen act	DAX1 inh-2	hgDAF-12 ag	hcDAF12 agonist	sPLA2-III inh
COc1ccccc1NC(=O)CN1CCCCC1	0.2	4.9	1.6	-1.2	1.9	-1.1	-0.4	-0.4	-1.3	-1.5	6.9
COc1ccc(C)cc1Nc1nc(-c2c[nH]c3ccccc23)cs1	0.8	-3.0	2.3	-0.1	2.9	0.1	1.0	-0.8	-3.2	5.8*	9.3
Cc1occc1C(=O)NC1CCCN(Cc2ccc(Cl)cc2)C1 (stereo not given)	0.2	-5.0	-0.8	-2.3	-5.3	-0.8	-0.3	0.4	-1.5	-1.8	-6.8
CCCCSc1ccc(NC(=O)c2cccnc2)cc1	-0.4	-4.2	3.8	-2.0	-2.3	-1.9	-0.6	-2.9	0.2	-3.3	-7.3
OC[C@@H](O)[C@H](O)C(/C=N/Nc1ccccc1)=N\Nc1ccccc1	0.8	0.0	-1.2	2.9	-8.1	-1.5	0.3	0.1	0.9	-0.2	20.0*
CCOC(=O)c1c(/N=C/c2cc(OC)cc([N+](=O)[O-])c2O)sc(C)c1C	1.0	1.9	2.4	-2.4	0.6	-0.5	-0.1	0.1	3.5	-0.7	5.1
C[C@@H]1CN[C@H](CCO)/C1=C\c1ccccc1	-0.5	0.8	1.4	-1.6	2.5	-1.3	-0.1	0.7	1.0	-0.1	0.2
CC(C)(C)NC(=O)Cn1nnc(-c2ccccc2NC(=O)c2cnccn2)n1	-0.6	-12.5	-1.2	-3.0	-2.7	-0.6	0.6	-0.3	-1.9	-0.5	0.8
O=C(COc1ncnc2ccccc12)Nc1ccc(S(=O)(=O)N2CCOCC2)cc1	-0.8	6.8	1.2	-0.4	2.1	-0.1	0.6	0.5	0.8	1.4	-0.9
Cn1nc(C(F)(F)F)cc1-c1ccc(S(N)(=O)=O)s1	5.1*	3.7	2.7	2.9	3.1	-0.8	0.0	0.4	1.5	-1.1	2.5
Cc1ccc(OCCC(=O)OCC(=O)NC2CCCCC2)cc1	0.6	8.9	1.9	-3.8	-3.2	-0.4	-0.7	0.9	-0.2	0.2	-0.1
CCOC(=O)C1CCN(C(=O)CN(C)S(=O)(=O)c2cc(C)ccc2OC)CC1	-0.3	1.0	-0.4	0.5	3.6	-0.3	0.6	-0.1	-1.7	3.6	2.4
O=C(Cc1ccc(NC(=O)C2CCN(C(=O)C3CCCC3)CC2)cc1)Nc1cccc(C(=O)N2CCCC2)c1	.	9.3	.	0.9	2.9	-0.5	1.1	0.2	2.3	0.5	-8.5
CCCCCCCCNS(=O)(=O)CCNC1CC1	0.3	0.3	-0.4	-2.1	1.2	-1.2	-0.9	-0.4	0.9	-1.3	-0.9
Cc1cc2c(cc(C(=O)N3CCC(C(=O)NC4CCCC4)CC3)n2Cc2c(F)cccc2Cl)o1	-0.4	1.3	0.1	0.4	-1.4	-0.8	0.2	0.2	-0.3	0.4	-7.9
COC(=O)CSc1nc2cc(Cl)ccc2c(=O)n1C1CCCC1	-0.2	0.4	0.8	-1.5	-1.9	-1.4	-0.2	0.3	0.5	-0.6	3.4
Cn1nc(-c2ccc(N3CCOCC3)c(NS(=O)(=O)c3ccccc3)c2)c2ccccc2c1=O	1.0	0.7	1.1	-2.9	7.5	-1.3	0.7	-0.1	1.5	-0.1	10.9
CC1CC(C)CN(C(=O)c2cc(-c3ccncc3)nc3ccccc23)C1 (stereo not given)	0.1	-9.9	0.9	-2.9	-28.2	-1.1	0.4	-0.4	-2.9	1.0	6.4
C/C(=N\NC(=O)c1nn(C)cc1Br)c1cccc(NC(=O)C(C)(C)C)c1	3.9	9.4	4.3	3.4	-5.1	0.0	0.3	0.9	8.4	0.5	1.1
CCOC(=O)C(CC)/C(C)=N/NC(=O)c1ccc([N+](=O)[O-])cc1 (stereo not given)	-0.2	11.7	1.0	-0.6	4.1	-0.8	-0.1	1.1	1.7	-0.3	5.3
O=C(OCCc1cc2ccccc2c(=O)o1)c1ccccc1C(F)(F)F	-0.3	-2.7	0.0	-0.1	-2.5	-0.4	0.2	-0.3	-0.1	-0.2	-17.2
O=C(NCCc1ccccc1)c1ccc2[nH]c(=O)c(=O)[nH]c2c1	0.2	3.8	0.3	0.7	10.4	-0.9	10.4	0.7	0.8	-0.1	4.0
CC(=O)Nc1ccc(S(=O)(=O)N(C)c2ccc(O)cc2)cc1	0.5	4.2	-2.2	0.7	4.1	-1.7	-0.6	0.2	-0.5	-0.2	-4.2
Cc1ccc(C)c(N2CCN(c3ccc4cc(S(=O)(=O)N5CCCCC5)ccc4n3)CC2)c1	1.0	0.8	-0.2	-1.9	1.4	-0.7	-0.2	1.6	0.6	0.9	-1.5
CCOc1ccc(CN(C(=O)c2oc3ccccc3c2C)C2CCS(=O)(=O)C2)cc1 (stereo not given)	1.5	-2.7	1.7	-3.1	-6.3	-1.6	0.3	-1.8	-2.2	-2.2	-18.6
O=C1CCCCN1CC(=O)N1CCCC(Nc2ccc(F)cc2)C1 (stereo not given)	0.4	3.1	1.9	7.1	5.9	-0.9	-0.7	0.0	0.8	-1.2	2.3
Cc1ccccc1C(=O)NNC(=O)Cc1cccc2ccccc12	2.1	4.1	0.0	4.0	1.5	-1.6	-0.1	0.7	-0.6	0.0	-2.0
Cc1cc(C)nc(SCC(CSc2nc(C)cc(C)n2)C(=O)O)n1	-0.6	1.9	1.8	3.0	4.0	-0.5	0.6	0.3	1.1	-0.1	-0.7
CCC(=O)C1CCCN(C(=O)c2ccc(OC3CCN(C(=O)CCOC)CC3)cc2)C1 (stereo not given)	0.6	-1.9	0.1	-0.8	2.2	-1.1	-0.2	-0.8	-2.4	1.4	6.2
COc1ccc(NC2=NCCC(=O)N2Cc2cccs2)cc1	0.4	-0.4	-1.1	-5.9	-0.6	-0.7	0.5	0.3	-2.5	0.3	3.0
C=CCNc1ncnc2c1ncn2[C@H]1CN(Cc2cccc3ccccc23)C[C@@H](CO)O1	.	-0.4	-1.5	-2.8	0.6	-1.2	0.5	-0.8	-0.6	-1.3	-14.9

Screening results from PubChem BioAssay.
